Screens (PubChem BioAssay)
All columns: NCI-60 one-dose screen, growth in % after 48 h at 10 µM unless noted; 100 = growth as untreated, 0 = no growth, -100 = all killed.
HL-60(TB): HL-60(TB) leukemia cells | 78,000 compounds, 9% hits; active means growth percent below 10
Starred values were filed as active, the others as inactive.

SMILES	HL-60(TB)
O=C1NC(=S)NC(=O)C1Nc1ccc(Cl)cc1	57.1
COc1cc(-c2noc(-c3ccccc3)n2)cc(OC)c1OC	76.9
CC1(C)[C@@H](O)CC[C@]2(C)[C@H]3CC[C@@H]4[C@H]5[C@H](C(=O)/C=C\c6ccccn6)CC[C@]5(O)CC[C@@]4(C)[C@]3(C)CC[C@@H]12	-24.5*
CNS(=O)(=O)c1ccc2ccccc2c1	94.6
COc1ccc(C2C(C(=O)c3ccccc3)C2(C#N)C#N)cc1 (stereo not drawn)	114.6
O=[N+]([O-])c1ccc2[nH]cnc(=S)c2c1	63.8
CNc1ncc2cc(-c3ccc(-c4ncccc4F)cc3Cl)c(=O)n(CC3OCC(N)CO3)c2n1 (stereo not drawn)	20.5
COc1ccc(CC(=O)N2CCN(C(=O)Nc3ccc(S(N)(=O)=O)cc3)CC2)cc1	110.8
CCCCNCCCN(CCCC)CCCNCCCC	98.5
CN(Cc1ccccc1)c1nc(Cl)c(C2CC(c3ccc4c(c3)OCO4)=NN2c2cc(Cl)cc(Cl)c2)s1 (stereo not drawn)	104.5
CC(C)OC(=O)Nc1ccc(F)c(C(F)(F)F)c1	106.3
COc1ccc(/C=C/c2ccc(OC)cc2)cc1	91.2

The list goes on (two carried over from the part before).
SMILES	HL-60(TB)
CC(C)OC(=O)Nc1ccc(F)c(C(F)(F)F)c1	106.3
COc1ccc(/C=C/c2ccc(OC)cc2)cc1	91.2
O=S(=O)(NNS(=O)(=O)c1ccccc1)c1ccccc1	90.1
O=C1OC2(OC(=O)C3C=CC=CC3N2c2ccccc2)c2ccccc21 (stereo not drawn)	82.9
C/C(=N/NC(=S)NC1CCCCC1)c1sc(Nc2ccccc2)nc1C	95.9
O=C(CCCCCCCN1CC(=O)N2[C@@H](c3ccc(Br)cc3)c3[nH]c4ccccc4c3C[C@H]2C1=O)NO	85.4
CN1CCN(Cc2ccc(NC(=O)c3cncc(C#Cc4cnc(N)nc4)c3)cc2C(F)(F)F)CC1	19.4
N#CC1(Nc2ccccc2)CCCCC1	103.7
COc1cc2cc(C(=O)N3C[C@@H](CCl)c4c3cc(OC(=O)N(CCC(=O)N3CCN(C)CC3)C3CCCCC3)c3ccccc43)[nH]c2c(OC)c1OC	-55.9*
COc1ccc(Nc2ncc3c(N)nccc3n2)cc1	74.9
O=C(c1c[nH]c2ccccc12)c1n[nH]c(=S)n1C1CCCCC1	89.3
CCN(CC)C(=S)Sc1ccc2c(c1)C(=O)c1ccccc1C2=O	100.6
C#CC1(OCC(CCl)OC(N)=O)CCCCC1 (stereo not drawn)	101.4
Cc1c(F)cccc1NC(=O)c1sc2nc3c(cc2c1N)CCCCC3	6.5*
CC1=C[C@@]2(C)[C@@H](CC[C@@H]3[C@@H]2CC[C@]2(C)[C@@H](O)CC[C@@H]32)CC1=O	79.2
COc1ccc(N(Cc2cc(OC)c(OC)c(OC)c2)C2OC(=O)c3ccccc32)cc1OC (stereo not drawn)	116.2
CC(=O)NC1C(Nc2ccc(S(=O)(=O)Nc3nccc(C)n3)cc2)OC(CO)C(O)C1O (stereo not drawn)	102.9
NC(Cc1ccc(O)cc1)C(=O)NNc1n[nH]c(=S)n1N (stereo not drawn)	101.0
COc1ccc(-c2ccc(NNC(=O)c3ccc(Br)cc3)nn2)cc1OC	91.4
COC(=O)c1c(C)nc(C)c2c1C(=O)C(Br)=C(NCc1ccccc1)C2=O	-30.9*
CC1=C(Br)C(=O)C(C)=C(Br)C1=O	101.1
CC(=O)C1=C(C)NC(Cl)=NC1c1ccccc1 (stereo not drawn)	140.3
CCOc1ccc(OCC)c(Cl)c1	101.7
O=C1NC(=Nc2ccc(S(=O)(=O)Nc3nccs3)cc2)S/C1=C\c1coc2ccccc2c1=O	106.6
Cc1cc(C)c2c(N)c(C(=O)c3cccs3)sc2n1	99.5
CN(C)CCN1C(=O)c2cccc3c(/C=C/CN4C(=O)c5cccc6cccc(c56)C4=O)ccc(c23)C1=O	12.9

Structures from the list above that have fluorine:
SMILES	HL-60(TB)
CNc1ncc2cc(-c3ccc(-c4ncccc4F)cc3Cl)c(=O)n(CC3OCC(N)CO3)c2n1 (stereo not drawn)	20.5
CC(C)OC(=O)Nc1ccc(F)c(C(F)(F)F)c1	106.3
CN1CCN(Cc2ccc(NC(=O)c3cncc(C#Cc4cnc(N)nc4)c3)cc2C(F)(F)F)CC1	19.4
Cc1c(F)cccc1NC(=O)c1sc2nc3c(cc2c1N)CCCCC3	6.5*

Additional entries.
SMILES	HL-60(TB)
O=C(Nc1cccnc1)c1ccc2ccc3ccc(C(=O)Nc4cccnc4)nc3c2n1	37.1
CO[C@@H]([CH2][Hg][O]C(=O)c1ccccc1)[C@@H]([CH2][Hg][O]C(=O)c1ccccc1)OC	64.9
O=[N+]([O-])c1ccc(/C=N/N2CCCCCC2)cc1	84.4
Cn1cccc1/C=C1/SC(=S)N(CCc2ccc(O)cc2)C1=O	1.2*
O=C(c1nc2ccccc2[nH]1)C1C(c2cccc(O)c2)C2CSCN2[C@@]12C(=O)Nc1ccccc12 (stereo partly drawn)	104.0
COc1ccc2[nH]cc(C3(c4c[nH]c5ccc(OC)cc45)C(=O)Nc4ccc(Cl)cc43)c2c1	10.9
COC(=O)COc1ccc(/C=N/NC(=O)Cn2c(C(C)C)nc3ccccc32)cc1OC	109.8
CCC1(C(=O)c2ccccc2)C(C(=O)OC)=NC(=S)N=C1C(=O)OC	101.4
COc1ccc(C2C(C#N)=C(/N=C/c3ccccc3)Oc3c2ccc2ccccc32)cc1 (stereo not drawn)	108.7
COc1ccc2c(c1)/C(=C(\C#N)C(=O)c1ccccc1)C(=O)N2	122.2
C/C(=N\O)c1ccc(NC(=O)CCN2CCN(c3cc4c(cc3F)c(=O)c(C(=O)O)cn4C3CC3)CC2)cc1	91.2
COc1ccc(/C(Cl)=N\N=C(\Cl)c2c(Cl)c(OC)c(OC)c(OC)c2Cl)cc1	45.8
Cc1cc2nc3c4ccccc4nc-3n(CCN(C)C)c2cc1C	103.9
O=[N+]([O-])c1ccc(NCCO)c([N+](=O)[O-])c1	107.5
Cc1cc(C)c2c(N)c(C(=O)Nc3ccc(OC(F)(F)F)cc3)sc2n1	92.5
Cc1cc2cc3cc(C)c(N(C)C)cc3nc2cc1N(C)C	47.5
COc1nc2c(ccc3c2cnn3-c2ccc(Cl)cc2)cc1S(=O)(=O)c1ccccc1	105.6
[Cl][Hg][c]1ccc2ccccc2c1	-20.3*
COc1cc(/C=C/C(=O)/C=C(/C=C/c2cc(OC)c(OC(=O)C(C)c3ccc(CC(C)C)cc3)c(OC)c2)OB(F)F)cc(OC)c1OC(=O)C(C)c1ccc(CC(C)C)cc1 (stereo not drawn)	98.9
COc1ccc(OC)c(-n2cc(C#N)c(N)c2C(C)=O)c1	100.6
O=C1Nc2ccccc2C2c3c[nH]c4cccc(c34)CN12 (stereo not drawn)	102.3
Cc1c(O)c(Br)c(Br)c(Br)c1Br	63.3
S=P(N1CCOCC1)(N1CC1)N1CC1	124.0
COc1cccc(N2C(=N)/C(=C3\Nc4ccccc4S3)CC2=O)c1	36.9
COc1cccc(-c2nc3sccn3c2-c2ccnc(NCCNC(=O)c3ccccc3O)n2)c1	99.5
CCCCN1CCCC[C@@H]1C(=O)N[C@H](C(=O)N(C)[C@H](CCc1nc(C(=O)N[C@@H](Cc2ccccc2)C[C@H](C)C(=O)OC)cs1)C(C)C)[C@@H](C)CC	27.5
OCCNc1nc(Nc2ccc(C3=NN(c4cc(Cl)cc(Cl)c4)C(c4ccccc4)C3)cc2)nc(N2CCOCC2)n1 (stereo not drawn)	106.2
O=C(N/N=C/c1cc(Cl)ccc1[N+](=O)[O-])c1cccc2ccccc12	91.1
COc1ccc2c(c1)C(=O)/C(=C/c1ccc([N+](=O)[O-])s1)O2	-10.7*
OCCCC1CCN(C(Cc2ccccc2)c2ccccc2)CC1 (stereo not drawn)	95.8
CCOC(=O)/C(O)=C1\CC=CC1=O	103.8
NC(N)=N/N=C/c1ccc(O)cc1	85.0
O=C(Nc1ccncc1)C(=O)c1cn(S(=O)(=O)c2cc(Cl)cc(Cl)c2)c2ccccc12	58.9
CCCCCCCCCCCCc1ccccc1	98.8
O=C1NC(=O)/C(=C/c2ccccc2[N+](=O)[O-])S1	140.0
Nc1nc(Nc2ccc(F)cc2)c2c(n1)-c1ccoc1CC2	101.8
N#C/C(=C\c1ccc(-c2ccc(Cl)cc2)o1)C(=O)Nc1ncc(Cc2ccc(Br)cc2)s1	50.0
OCC(O)C1CCCCN1 (stereo not drawn)	110.8
COc1ccc(CCN2CCCn3c2nc2ccccc2c3=O)cc1	-5.2*
O=C1CCN(c2nc(CO)ncc2-c2ccc(C(F)(F)F)cc2)CC1	108.6
O=C(C[n+]1ccc2ccccc2c1)c1cccc2ccccc12	89.6
COc1ccc(-c2oc3ccc(C)cc3c(=O)c2O)cc1OC	66.0
C=C1C[C@H](N(C(=O)C(F)(F)F)c2cccc(C(=O)N(C)OC)c2)[C@@H](NC(c2ccccc2)c2ccccc2)[C@]1(C#N)CC	57.0
CCCCCCCCCCCCOC(=N)N(C)C	91.9
O=C1/C=C/[C@@H](O)[C@@H]2C[C@@H](O)C[C@H]2/C=C/CCC[C@H](CCc2cccc3ccccc23)O1	-44.8*
CCCCNc1ccc2nnc(C)n2n1	100.3
CCCCCCCCCCCCCCC/C([O-])=N/[N+](C)(C)CC(C)O (stereo not drawn)	71.7
CC(=O)Nc1ccc(C(O)c2ccc(NC(C)=O)cc2)cc1	97.2
O=c1oc2cc(O)ccc2c2ccccc12	100.3
CC(O)Cc1c[nH]c(=O)[nH]c1=O (stereo not drawn)	103.1
Nc1ccc(O)cc1	106.6
O=C(COc1ccc(-c2nc3ccccc3[nH]2)cc1)NN1C(=O)c2ccccc2C1=O	115.7
CC1(C)NCCC[C@]2(C)[C@H]3CC=C4[C@@H]5C[C@](C)(COC(=O)c6ccccc6C(=O)O)CC[C@]5(C)CC[C@@]4(C)[C@]3(C)CC[C@@H]12	65.3
CCC(CC)NCC(C)(C)O	97.7
COc1cccc(OC(=O)c2ccccc2)c1OC(=O)c1ccccc1	69.6
Cc1ncc(C(N)=O)c2c1OC(C)(C)OC2	107.4
O=C1NC(=O)C(=Cc2cccn2CCCCCn2c3ccccc3c(=O)c3ccccc32)C(=O)N1	92.2
Nc1c(Cl)cc(S(=O)(=O)O)cc1Br	124.1
O=C(O)c1cnccn1	106.7
O=C(Nc1cccc(-c2cccc(F)c2)c1)C1CCN(Cc2cccc3cccnc23)CC1	28.0

As entered above.
In HL-60(TB), COc1ccc(-c2oc3ccc(C)cc3c(=O)c2O)cc1OC is listed with 66.0
In HL-60(TB), O=C(CCCCCCCN1CC(=O)N2[C@@H](c3ccc(Br)cc3)c3[nH]c4ccccc4c3C[C@H]2C1=O)NO is listed with 85.4
In HL-60(TB), COc1cccc(N2C(=N)/C(=C3\Nc4ccccc4S3)CC2=O)c1 is listed with 36.9
In HL-60(TB), Cc1ncc(C(N)=O)c2c1OC(C)(C)OC2 is listed with 107.4
In HL-60(TB), NC(N)=N/N=C/c1ccc(O)cc1 is listed with 85.0

Later entries.
SMILES	HL-60(TB)
COc1ccccc1NOC(=O)CCOc1ccccc1	102.1
CSc1nc2sc3cc(Cl)ccc3n2c(=N)c1C#N	121.0
CC(=O)O[C@@]1(c2cn(-c3ccc(C(=O)O)cc3)nn2)CC[C@H]2[C@@H]3CCC4=CC(=O)CC[C@@H]4[C@H]3CC[C@@]21C	111.9
COc1cc2c(Nc3ccc(NC(=O)Nc4ccc(Cl)c(C(F)(F)F)c4)c(Cl)c3)ncnc2cc1OCCCN1CCN(C)CC1	-56.4*
Cc1[nH]c(C(=O)Nc2ccc(C(N)=O)cc2OCc2cccc(C(=O)NCCN)c2)c(Cl)c1Cl	83.7
CS(=O)(=O)OCC(O)C(O)C(O)C(O)COS(C)(=O)=O (stereo not drawn)	92.4
COc1ncnc2c1ncn2C/C=C/CCl	78.0
COc1ccc2[nH]cc(-c3noc(C(=O)c4cn(C)c5ccc(OC)cc45)n3)c2c1	96.8
C=CC(C)(C)[C@]1(C[C@@H]2NC(=O)C3CCCN3C2=O)C(=O)Nc2cc(O)ccc21 (stereo partly drawn)	95.4
COC(=O)c1ccc(Cn2cc(CSc3nc4ccccc4s3)nn2)cc1	97.3
CCN1C(=O)N(CC)C2C1N=C(SC)N2/N=C/c1ccccc1F (stereo not drawn)	100.5
CC(=O)c1cc(Nc2cc(C)nc(N)n2)cc(C(C)=O)c1	96.1
CC(=O)OC1C(OC/C2=C/C3[C@@H](C(C)C)CC=C(C)[C@@H]3CC(OC(=O)/C=C/c3cn(C)cn3)[C@]3(C)C=C[C@@]2(O)O3)OCC(O)C1O (stereo partly drawn)	-3.6*
Cc1nc(-c2ccccc2)cc2c(O)c(C(=O)NCc3ccccc3)[nH]c(=O)c12	131.1
CC(=O)N[C@H](Cc1ccccc1)C(=O)N[C@H](CS)C(=O)N[C@@H](CCCCN)C(=O)N[C@@H](C)C(=O)N[C@H](CCCNC(=N)N)C(=O)N[C@H](CCCNC(=N)N)C(=O)N[C@H](CCCNC(=N)N)C(=O)N[C@H](CCCNC(=N)N)C(=O)N[C@H](CCCNC(=N)N)C(=O)N[C@H](CCCNC(=N)N)C(=O)N[C@H](CCCNC(=N)N)C(=O)N[C@H](CCCNC(=N)N)C(=O)O	106.7
Cc1nn(-c2ccccc2)c(N2CCOCC2)c1/C=N/NC(=O)Cn1c(=O)sc2ccccc21	95.1
FC(F)(F)c1cccc(N(c2nc(Cl)nc(Cl)n2)c2nc(Cl)nc(Cl)n2)c1	96.4
COc1cccc(-c2cc(=O)c3cc(O)ccc3o2)c1	67.2
CC1=NN(c2ccc(/C=C/c3ccc(NC(=O)Nc4ccc(/C=C/c5ccc(N6N=C(C)C(N=Nc7ccccc7C(=O)O)C6=O)cc5S(=O)(=O)O)c(S(=O)(=O)O)c4)cc3S(=O)(=O)O)c(S(=O)(=O)O)c2)C(=O)C1N=Nc1ccccc1C(=O)O (stereo not drawn)	100.4
CCCC(C)(COC(N)=O)COC(=O)NC1CC1 (stereo not drawn)	111.7
COc1ccc(-n2cc(-c3ccc(Br)cc3)nc2SCC(=O)c2ccc(-c3ccccc3)cc2)cc1	86.4
CCNC(=O)N1CCc2cc(OC)c(OCCc3ccc(OC)nc3)cc2C1c1ccc(OC)cc1C (stereo not drawn)	11.5
Nc1ccc(N=Nc2ccc(N=Nc3c(S(=O)(=O)O)cc4cc(S(=O)(=O)O)c(N=Nc5ccc(N=Nc6ccc(N)cc6N)cc5)c(O)c4c3N)cc2)c(N)c1	142.0

The list is partial; count on the stated rates, not on these rows.
